S3 lipid droplet: qHTS Assay for Lipid Storage Modulators in Drosophila S3 Cells; Drosophila S3 cells, BODIPY lipid droplet fluorescence, 18-24 h; cells fed with added oleic acid; Potency in µM for hits, for the others lipid storage change, negative = inhibition, % at the top dose, mostly 46.1 µM; actives 0.64% (n = 320,000); AID 2685; active = well fitted inhibition curve with a large enough effect in the signal ratio, with a control signal flat, not every such curve was filed as active; inconclusive = small, poorly fitted or top-dose-only effect, or effect the other way, or a change in a side signal; the % refers to the signal ratio
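Drosophila S3 cells loaded with oleic acid (400 uM, as added) and compounds at several concentrations; lipid droplets imaged by 488-nm laser-scanning cytometry, 500–530 nm intensity and object ratio to cell channel. Percent activity normalized to 20 uM Triacsin C.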
S3 lipid droplet cell count max: recorded beside S3 lipid droplet, whose call it bears; cell number change, %; measured here: cell count max response;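 cells counted by Cell Tracker Red CMTPX staining in the red channel; peak over a dose series mostly up to 46.1 µM; percent activity relative to internal control wells on each plate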
Active calls of the source: *; i = inactive; u = inconclusive; x = not tested or not shown; [ ] = dose if it differs, or a comment. % is set by controls: 0 for no effect and ±100 for the full control effect; potency is the fitted concentration of half-maximal effect.

canonical_smiles | S3 lipid droplet | S3 lipid droplet cell count max
CC1(C)CC(NC(=O)c2ccccc2)CC(C)(C)N1 | 11.7% | 10.6
O=C(Cn1cnc2ccccc21)c1ccc(Cl)cc1 | i | -9.5
COc1ccc(/C=N/NC(=O)C2C(=O)NCC2c2ccccc2)c(OC)c1 (stereo not given) | u | x
Cc1onc(-c2ccccc2Cl)c1C(=O)N1CCN(C/C=C/c2ccccc2)CC1 | u | x
COc1ccccc1CNC(=O)/C=C/C(=O)O | 2.9% | -21.8
CCOc1ccc(N(C)c2ccc(/C=C3/SC(=S)NC3=O)cc2)cc1 | u | x
CN(CC(=O)Nc1ccc(F)cc1)C(=O)COC(=O)Cc1c(F)cccc1Cl | i | x
CCCC(c1nnnn1CS(=O)(=O)c1ccc(C)cc1)N1CCC(C(N)=O)CC1 (stereo not given) | i | -7.6
COc1ccccc1C1/C(=C(/O)c2ccc(C)cc2)C(=O)C(=O)N1Cc1ccco1 (stereo not given) | 1.2% | 2.9
Cc1cccc(NS(=O)(=O)c2cc(C(=O)N3CCc4ccccc4C3)ccc2Cl)c1C | u | x
O=c1oc2ccccc2c(Nc2cccc3cccnc23)c1[N+](=O)[O-] | u | x
CN(C)c1nccc(Nc2ccccc2)c1C#N | u | x
CSCC[C@H](NC=O)C(=O)N[C@@H](CC(C)C)C(=O)N[C@@H](Cc1ccccc1)C(=O)O | u | x
COCCNc1oc(-c2ccccc2Cl)nc1C#N | 9.2% | x
O=S(=O)(Nc1ccc(Cc2ccncc2)cc1)c1ccc(Cl)cc1 | 5.2% | 4.4
CCC(C)Nc1ncnc2c1cnn2Cc1ccc(Cl)cc1 (stereo not given) | u | x
Cc1ccc(C)c(CN2CCCN(C(=O)Cn3ncc4c3-c3ccccc3OC4)C2)c1 | u | x
Cc1ccc(NC(=O)CN2C(=O)COc3ccc(S(=O)(=O)N4CCOCC4)cc32)cc1N(C)C | i | 12.2
CCOc1cc(/C=C2/SC(=S)N(Cc3ccccc3)C2=O)ccc1O | u | x
CC(=O)c1ccc(NC(=O)CSc2nnc3ccc(-c4ccccn4)nn23)cc1 | u | x

The results go on.
canonical_smiles | S3 lipid droplet | S3 lipid droplet cell count max
Cc1c(/C=C(\C#N)c2nn(-c3ccccc3)c(N)c2C#N)c2ccccc2n1Cc1ccc(F)cc1 | u | x
O=C(O)CCCCCNC(=O)c1ccc(C(=O)NCCCCCC(=O)O)cc1 | u | x
c1ccc(-n2ncc3c(NCCN4CCCCC4)ncnc32)cc1 | 10.9% | 9.4
CCOC(=O)c1c[nH]c(=S)n1C | -8.2% | 4.8
COc1ccc(OC)c(/C=N/NC(=O)CSc2nnc(C)n2-c2ccccc2)c1 | 4.7% | -7.0
COc1cc2[nH]c(=O)n(CCC(=O)N3CCc4ccccc4C3)c(=O)c2cc1OC | i | x
CCN(CC)c1cc(Cl)c2nonc2c1N | u | x
CCC(=O)Nc1cccc(C2=NOC3(C2)C[C@@H](C(N)=O)N(C(=O)c2ccc(OC)cc2)C3)c1 (stereo not given in full) | 5.4% | 21.2
Cc1cccc(Oc2ccc(NC(=O)C3=CC=CN4CCS(=O)(=O)N=C34)cc2)c1 | u | x
COc1ccc(C(=O)Nc2ccc(Oc3nc(C)nc4sc(-c5ccccc5)cc34)cc2)cc1OC | u | x
COc1ccc(OCCC(=O)OCC(=O)Nc2ccc(Br)cc2)cc1 | 7.2% | 0.9
C=CCNC(=S)NNC(=O)c1ccccc1OCC | u | x
Cc1cc(Cl)ccc1NC(=O)CN1C(=O)CSc2ccc(S(=O)(=O)N3CCOCC3)cc21 | u | x
O=C(COC(=O)Cn1cc(C(F)(F)F)ccc1=O)Nc1ccccc1 | 4.2% | -17.5
COCCCNC(=O)C1CCN(S(=O)(=O)c2c(C)noc2/C=C\c2ccc(OC)cc2)CC1 | u | x
COc1ccc(CNC(=O)[C@@H](NC(=O)C2CCN(C(=O)[C@@H](N)CC(C)C)CC2)C(C)C)cc1 | 0.7% | -18.0
CCN(C(=O)COC(=O)CNC(=O)c1ccccc1C)C1=CCCCC1 | 11.3% | 3.7
CCOC(=O)NC(=S)Nc1ccc(OC)cc1 | u | x
CCC1=[N+](C)CCn2c(C)ccc21 | u | x
O=C(NNc1ccc([N+](=O)[O-])cc1)C1C2CCCCC21 (stereo not given) | 9.1% | 7.5

The list goes on:
canonical_smiles | S3 lipid droplet | S3 lipid droplet cell count max
O=C(O)c1ccc(/C=N/Nc2ncc(Cl)cc2Cl)cc1 | u | x
CC(=O)Nc1cc2c(cc1C(C)=O)OCCO2 | i | -0.9
COc1cc(NC(=O)c2cc(C(C)C)on2)c(OC)cc1Cl | u | x
Cc1cc(C)c(S(=O)(=O)N2CCCCC2CCNC(=O)C(=O)NCc2cccnc2)c(C)c1 (stereo not given) | u | x
CCCC1(c2ccccc2)NC(=O)NC1=O (stereo not given) | i | 11.3
O=C(Nc1cc([N+](=O)[O-])ccc1Cl)C1CC1 | 16.8% | x
COc1ccc2c(CC(=O)NNC(=O)c3cccs3)coc2c1 | u | x
CC(=O)N(C)c1ccc(NC(=O)Nc2ccccc2C)cc1 | u | x
CC(=O)CSc1nnc(-c2ccco2)n1-c1ccccc1 | 7.8% | 18.1
N#Cc1c(NCCN)nc(-c2ccccc2)c2c1CCCC2 | u | x
CCOC(=O)c1[nH]c(CSc2nnnn2-c2ccccc2C)c(C(=O)OCC)c1C | u | x
O=C(c1ccco1)N1CCN(C2CC(=O)N(c3ccccc3)C2=O)CC1 (stereo not given) | -12.7% | x
O=C(CN(C(=O)c1csnn1)c1cccc2c1CCCC2)NC1CCCC1 | 12.0% | -9.4
CCN1CCN(c2cc(C)c3cc(NC(=O)c4cccs4)ccc3n2)CC1 | u | x
COc1ccc(N(CC(=O)N/N=C/c2ccc(-c3ccc([N+](=O)[O-])cc3)o2)S(=O)(=O)c2ccc(C)cc2)cc1 | -7.7% | -2.9
Oc1ccc2ccccc2c1/C=N/c1nc2c(s1)CCCC2 | u | x
COc1ccc(/C=C/C(=O)O)cc1S(=O)(=O)N1CCc2ccccc21 | 27.1% | 8.5
COc1cc2cnc(-c3ccccc3)c(-c3ccc(C#N)cc3)c2cc1OC | u | x
CC1CC(C)CN(C(=O)c2cc3cc(Br)cc(Br)c3o2)C1 (stereo not given) | u | x
CCOC(=O)c1sc(=S)n(Cc2ccccc2)c1N | u | x

(listing goes on)
canonical_smiles | S3 lipid droplet | S3 lipid droplet cell count max
Clc1ccc(-c2noc(CCCc3ccccc3)n2)cc1 | u | x
Cc1ccc(C)c(OCCn2nnc3ccccc32)c1 | u | x
O=C(Nc1nnc(SCc2ccc(Cl)cc2)s1)C1CCCO1 (stereo not given) | u | x
Cc1cc(C(=O)CN2C(=O)C(=O)N(Cc3ccccc3)C2=O)c(C)n1Cc1ccc(F)cc1 | 18.7% | -8.6
O=C(/C=C/c1cc([N+](=O)[O-])ccc1OC(F)F)Nc1ccc(OC(F)F)cc1 | 17.6% | 18.2
COCCNC(=O)CSc1c2c(nc3ccc(Cl)cc13)CCCC2 | 1.0% | 2.5
COc1ccc(CCNC(=O)CCS(=O)(=O)c2ccc3c(c2)NC(=O)C(C)S3)cc1OC (stereo not given) | u | x
Cc1cc(CNC(=O)COC(=O)Cn2[nH]c(=O)c3ccccc3c2=O)cc(C)c1O | i[0.0737 µM] | 20.9
NC(=O)C1(N2CCCCC2)CCN(c2ccc3nnc(-c4ccccc4)n3n2)CC1 | u | x
O=C(CSc1nnc(-c2ccncc2)n1Cc1ccco1)OC1CCCCC1 | i | 14.1
CN1CCN(C(=S)c2cn(Cc3ccc(Br)cc3)c3ccccc23)CC1 | u | x
COc1ccc(C(=O)Nc2ccc(-c3nnn(CC(=O)N4CCN(C(=O)c5ccco5)CC4)n3)cc2)cc1 | u | x
Cc1ccc(N=C2SC(C(=O)NCCc3ccccc3)CC(=O)N2C)cc1C (stereo not given) | 20.0% | 6.8
CN1C(=O)C2(c3ccccc31)N(C)CC(c1ccccn1)C21SC(=S)N(Cc2ccco2)C1=O (stereo not given) | u | x
CCCCOC(=O)c1ccc(Nc2ncnc3nc[nH]c23)cc1 | 23.4% | 3.0
Cc1ccccc1CN(C)C(=O)c1ccc2ccccc2n1 | i | 20.2
N#CC1(Cc2ccccc2Cl)c2ccccc2C=CN1C(=O)c1ccccc1 (stereo not given) | i | 20.9
O=C(CN1CCN(S(=O)(=O)N2CCCCC2)CC1)Nc1ccc(Cl)c(Cl)c1 | i | -7.4
Cn1c2c(c(=O)n(C)c1=O)C(NS(=O)(=O)c1ccc(Cl)cc1)(C(F)(F)F)C(=O)N2 (stereo not given) | u | x
Cc1cc2c3c([nH]c2cc1S(=O)(=O)N1CCC2(CC1)OCCO2)CCCC3=O | u | x

Further records follow.
canonical_smiles | S3 lipid droplet | S3 lipid droplet cell count max
CCOC(=O)c1c(NC(=O)CSc2nnc(CNc3ccc(F)cc3)o2)sc(C(C)=O)c1C | u | x
Cc1ccc(C(C(=O)NC2CCCC2)N(Cc2ccc(F)cc2)C(=O)c2snc(C(N)=O)c2N)o1 (stereo not given) | 9.1% | x
O=c1oc(-c2ccccc2Cl)nc2ccsc12 | u | x
CCOC(=O)CC(C#N)c1cn(C)c2ccccc12 (stereo not given) | u | x
CC(=O)N1CCN(S(=O)(=O)c2cccc(C(=O)Nc3nc4ccccc4[nH]3)c2)CC1 | u | x
CCCCNC(=O)CCCCn1c(=S)[nH]c2c([nH]c3ccc(OC)cc32)c1=O | u | x
CC(C)Oc1ccc(N2CC(C(=O)Nc3ccccn3)CC2=O)cc1 (stereo not given) | u | x
C=CCNC(=O)c1ccc(OC)cc1 | u | x
Clc1ccc(-c2nnc3sc(-c4ccc(Br)o4)nn23)c(Cl)c1 | u | x
CCOC(=O)N1CCN(c2c(NCCN3CCN(Cc4ccccc4)CC3)c(=O)c2=O)CC1 | 1.3% | 5.3
COc1ccccc1N(C)S(=O)(=O)c1ccc(C(=O)NCc2ccc3c(c2)OCO3)cc1 | u | x
COc1ccc(CNc2ccc3c(c2)nc(C)n3C)cc1 | u | x
CCn1c(/C=C/c2ccc(O)c(O)c2)nc2ccccc2c1=O | u | x
CCN(CC)CCCN1CC(O)=C(c2nc3ccccc3s2)C1=N | i | 19.3
CCc1nc2c(sc3nc4c(cc32)COC(C)(C)C4)c(=O)n1Cc1ccco1 | u | x
CCOC(=O)C1(Cc2ccccc2C)CCCN(C(=O)CCc2c(C)noc2C)C1 (stereo not given) | i | 4.0
COCCn1c(SCC(=O)c2[nH]c(C)c(C(C)=O)c2C)nc2ccccc2c1=O | u | x
O=C(Nc1ncn[nH]1)c1ccc(S(=O)(=O)N2CCOCC2)cc1 | -1.3% | 5.8
CSc1ccccc1C(=O)NCc1ccccc1 | -25.7%[9.22 µM] | x
C/C(=C\c1ccc(C(=O)O)cc1)c1ccc2c(c1)C(C)(C)CCC2(C)C | 1.6% | 6.0

Shown as labelled records: part of the list above
CCOC(=O)c1c(NC(=O)CSc2nnc(CNc3ccc(F)cc3)o2)sc(C(C)=O)c1C
  S3 lipid droplet: u
  S3 lipid droplet cell count max: x

Cc1ccc(C(C(=O)NC2CCCC2)N(Cc2ccc(F)cc2)C(=O)c2snc(C(N)=O)c2N)o1 (stereo not given)
  S3 lipid droplet: 9.1%
  S3 lipid droplet cell count max: x

O=c1oc(-c2ccccc2Cl)nc2ccsc12
  S3 lipid droplet: u
  S3 lipid droplet cell count max: x

CCOC(=O)CC(C#N)c1cn(C)c2ccccc12 (stereo not given)
  S3 lipid droplet: u
  S3 lipid droplet cell count max: x

(next part)
canonical_smiles | S3 lipid droplet | S3 lipid droplet cell count max
O=C(Nc1ccncc1)Nc1cccc(Cl)c1 | u | x
Cc1ccc(CSc2nc3ccccc3c(=O)n2C)cc1 | 16.4µM* | 10.9*
Cc1ccsc1CNC1CCCCC1 | u | x
O=C(CN(Cc1ccccc1Cl)C(=O)Cn1nnc(-c2cccs2)n1)NCC1CCCO1 (stereo not given) | u | x
COc1ccc(C(=O)OCC(N)=O)cc1[N+](=O)[O-] | u | x
COc1cc(C2NC(=O)NC(O)(C(F)(F)F)C2C(=O)c2ccc(Cl)cc2)ccc1O (stereo not given) | 7.8% | -5.1
CCOc1ccc(N=C2SCCCN2C(=O)c2c(CC)noc2C)cc1 | 7.9% | 12.5
Cc1ccccc1OCCCCCNCCO | i | 2.5
COc1ccc(CN2CCC(=O)N([C@H](CO)c3ccccc3)CC2)cc1OC | i | 1.6
O=C(CCc1ccccc1)Nc1ccccc1C(F)(F)F | u | x
CC(Oc1ccc(F)cc1)C(=O)Nc1ccc2ccccc2c1 (stereo not given) | u | x
Cc1onc(-c2ccccc2)c1C(=O)NC(C)c1ccc2c(c1)OCO2 (stereo not given) | u | x
O=C(CNC(=O)N1CC(=O)Nc2ccccc21)NCc1cccc(Cl)c1 | 11.0% | -9.9
O=C1CC(N(CCc2ccccc2)C(=S)Nc2ccccc2)C(=O)N1c1ccccc1 (stereo not given) | u | x
O=C(COC(=O)c1ccc(Cl)c(S(=O)(=O)NCc2ccccc2)c1)NC1CC1 | u | x
CCCCNC(=O)C1CC(=O)N(C2CCCC2)C1 (stereo not given) | u | x
Cc1cccc(C(=O)NCC(=O)N2CC(=O)Nc3ccccc32)c1 | u | x
C=CCN=C1S/C(=C/c2cccc([N+](=O)[O-])c2)C(=O)N1CC=C | u | x
COc1ccc(NC(=O)N2CCCc3ccccc32)cc1 | u | x
COc1ccc(-c2cc(-c3ccc(F)cc3)nc(N3CCN(C)CC3)n2)cc1 | -18.8% | x
CN(C(=O)C1CCCC1)C1CCS(=O)(=O)C1 (stereo not given) | -11.5% | -2.0

Screens from PubChem.

Not all compounds are listed. The share of hits here may be higher or lower than overall.
